Compound activity deposited in PubChem by several laboratories.
RSV antiviral HEp-2: inhibition of RSV-induced cytopathic effect – HEp-2 cells, primary 10 µM value included (AID 2391); one-dose CPE inhibition, % at 10 µM; IC50 in µM for titrated hits; HEp-2 cells, RSV-induced CPE inhibition; higher % means a stronger effect; 0.13% of 310,000 active; in the data active means a potency from the dose series; further: strong numbers were not always called active
MgcRacGAP inhibition: MgcRacGAP GTPase-activating activity inhibitors, confirmation, biochemical, ADP Hunter fluorescence | MgcRacGAP-stimulated Rac1 GTP hydrolysis, ADP Hunter fluorescence; higher % means a stronger effect; GST-tagged Rac1 F28L mutant substrate | one-dose inhibition, % at 30 µM; IC50 in µM for titrated hits | 0.6% of 340,000 active | AID 624330;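 active means first-screen hits whose inhibition reached a set limit at any dose in the follow-up dose series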;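 further: fluorescence reports GDP produced by GAP-driven GTP hydrolysis; strong numbers were not always called active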
T cell modulator: T cell immune modulators affecting CD8 T cell-vesicle binding; calls only at 7 µM; AID 2052; 2C CD8+ T cell-vesicle binding, flow cytometry; stronger effect = lower value; 0.068% of 330,000 active;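 active means response, share of CD8 T cells binding vesicles, and their 90th percentile fluorescence all below set limits, cut at about 80% in these data, passing the limit was not always enough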
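Test system: purified 2C TCR transgenic mouse naive CD8+ T cells. Probe or stimulus: QL9-peptide-loaded Drosophila micro-vesicles bearing Ld, ICAM-1 and B7-1. Incubation: binding step 1.5 h, 37 °C, antibody labelling 20 min, ice. Measured by: flow cytometry of vesicle-bound cells.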
West Nile virus CPE: West Nile virus antiviral activity, cell-based, CPE readout (AID 1621). CPE inhibition, % at 10 µM; hits with a dose series show IC50 in µM. 0.02% of 290,000 active. West Nile virus-infected cells, CPE inhibition; higher % means a stronger effect; in the data active means a potency from the dose series; further: strong numbers were not always called active
NTR1 ag: agonists of NTR1, primary screen, imaging, U2OS cells, beta-arrestin-GFP, high content (AID 493036). P30989. NTR1-U2OS beta-arrestin-GFP spot imaging, agonist mode. activation, % at 20 µM. 0.17% of 330,000 active;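 active means activation at or above 40% of the spot to cytoplasm intensity ratio, with at least 20 cells analyzed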;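 further: 0% = DMSO without peptide and 100% = 100 nM NTR1 peptide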
Target sequence (P30989 whole entry, looked up): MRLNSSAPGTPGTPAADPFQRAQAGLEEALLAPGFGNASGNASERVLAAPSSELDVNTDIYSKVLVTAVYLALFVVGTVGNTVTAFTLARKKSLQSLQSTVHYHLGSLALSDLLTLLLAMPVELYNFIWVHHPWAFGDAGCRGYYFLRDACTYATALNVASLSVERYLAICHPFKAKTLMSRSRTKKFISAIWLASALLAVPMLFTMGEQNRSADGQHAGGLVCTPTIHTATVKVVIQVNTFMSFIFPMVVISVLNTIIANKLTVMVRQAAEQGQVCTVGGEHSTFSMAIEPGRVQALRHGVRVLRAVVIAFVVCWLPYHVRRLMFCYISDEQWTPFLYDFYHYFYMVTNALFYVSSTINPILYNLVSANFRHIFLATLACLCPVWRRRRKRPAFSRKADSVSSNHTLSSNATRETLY
PhoP inhibition: PhoP-dependent GFP reporter repression – Salmonella Typhimurium, primary screen (AID 1863) | inhibition, % at 50 µM, or IC50 in µM where a hit was titrated | 0.16% of 300,000 active | S. Typhimurium PhoP-regulated promoter GFP reporter, 4 h; higher % means a stronger effect;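 active means inhibition over 29.93%, a cutoff 3 SD above the screen mean, later confirmed by dose response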;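 further: 0% = low Mg2+ inducing control and 100% = high Mg2+ repressing control; strong numbers were not always called active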
NS5 inhibitors: Dengue-2 NS5 methyltransferase inhibitors, primary screen, biochemical, confirmation dose response (AID 588689) | 0.3% of 340,000 active | inhibition, % at 25 µM; hits with a dose series show IC50 in µM | Dengue-2 NS5 methyltransferase capping enzyme assay, biochemical; higher % means a stronger effect; in the data active means a potency from the dose series
UTI89 phage lysis: inhibition of K1F phage lysis, E. coli UTI89, bacterial capsule biogenesis inhibitors, alamar blue (AID 488966); E. coli UTI89 K1F phage lysis, alamar blue, 2 h; higher % means a stronger effect; inhibition, % at 100 µM; hits with a dose series show IC50 in µM; 0.02% of 340,000 active;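 active means phage lysis inhibition, versus mean bacterial control, above a set limit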;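 further: capsule biogenesis inhibitors block K1F phage lysis so surviving cells raise fluorescence; higher fluorescence means more inhibition of phage lysis; actives were called in the ten point dose series up to 300 µM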
SV40 large T antigen: TAg ATPase/helicase activity blockers – biochemical (AID 1903); SV40 large T antigen ATPase/helicase inhibition assay; higher % means a stronger effect; one-dose inhibition, % at 20 µM; IC50 in µM for titrated hits; 0.39% of 310,000 active; in the data active means a potency from the dose series; further: strong numbers were not always called active
T cell modulator vesicle-bound %: further read-out of T cell modulator, marked with its call; double positive events, %; measured here: CD8+ vesicle-bound cell fraction;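 binding gate set so that unloaded-vesicle control wells show 10% double positive cells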
NTR1 ag cell count 20 µM: also measured in NTR1 ag; calls as there; cell count; measured here: cell count, cytotoxicity flag
NS5 inhibitors pilot replicate: also measured in NS5 inhibitors; calls as there; inhibition, %; measured here: pilot screen replicate inhibition
Starred values were filed as active, the others as inactive; i = inactive; . = not tested or not shown; & = joins results of further samples; [ ] = remark or other dose.

The first ten compounds (preview)
SMILES	RSV antiviral HEp-2	MgcRacGAP inhibition	T cell modulator	T cell modulator vesicle-bound %	West Nile virus CPE	NTR1 ag	NTR1 ag cell count 20 µM	PhoP inhibition	NS5 inhibitors	UTI89 phage lysis	SV40 large T antigen	others
N#Cc1c2c(c(NCCOCCO)n3c1nc1ccccc13)CCCC2	2.3%	11%	i	24	-0.7%	1.4	39	3%	3%	0.1%	12%
CC(=O)Nc1cccc(-n2nnc(SCC(=O)c3ccccc3)n2)c1	0.3%	12%	i	37	-0.2%	0.5	45	1%	5%	-1.2%	6%
Cc1csc2ncc(C(=O)Nc3ccccc3F)c(=O)n12	10%	3%	i	35	-0.4%	0.3	102	.	-3%	0.2%	.
CC(C)C(=O)Nc1cccc(NC(=O)c2cccnc2)c1	1.8%	6%	i	17	-0.1%	-1.2	73	10%	1%	-0.4%	-4%
O=C1CC(NN2CCCCC2)C(=O)N1c1ccccc1 (centres undefined)	7.0%	0%	i	17	0.7%	-1.4	68	-1%	3%	0.6%	6%
COc1ccc(C(=O)NC(C)Cn2nc(C)cc2C)cc1OC1CCN(C(C)=O)CC1 (centres undefined)	1.4%	-1%	i	62	0.1%	-0.3	55	-4%	1%	0.0%	11%
Cc1nnc(NC(=O)CSc2nccn2Cc2ccccc2)s1	4.4%	9%	i	35	-0.6%	-0.2	52	-4%	-4%	0.2%	8%
O=[N+]([O-])c1ccc(-c2ccc(S(=O)(=O)NCCN3CCCC3)cc2)cc1	11%	-3%	i	54	-1.6%	0.5	86	3%	-2%	1.3%	8%
O=C(COc1ccccc1)Nc1ccccc1Cl	3.7%	8%	i	58	-0.1%	0.7	81	-4%	-9%	-0.1%	1%
CC(C)c1ccccc1NC(=O)COC(=O)C1(C)CC1(Cl)Cl (centres undefined)	1.2%	5%	i	17	0.1%	-1.7	59	7%	-2%	0.0%	11%

The list itself, repeating the preview:
SMILES	RSV antiviral HEp-2	MgcRacGAP inhibition	T cell modulator	T cell modulator vesicle-bound %	West Nile virus CPE	NTR1 ag	NTR1 ag cell count 20 µM	PhoP inhibition	NS5 inhibitors	UTI89 phage lysis	SV40 large T antigen	others
N#Cc1c2c(c(NCCOCCO)n3c1nc1ccccc13)CCCC2	2.3%	11%	i	24	-0.7%	1.4	39	3%	3%	0.1%	12%
CC(=O)Nc1cccc(-n2nnc(SCC(=O)c3ccccc3)n2)c1	0.3%	12%	i	37	-0.2%	0.5	45	1%	5%	-1.2%	6%
Cc1csc2ncc(C(=O)Nc3ccccc3F)c(=O)n12	10%	3%	i	35	-0.4%	0.3	102	.	-3%	0.2%	.
CC(C)C(=O)Nc1cccc(NC(=O)c2cccnc2)c1	1.8%	6%	i	17	-0.1%	-1.2	73	10%	1%	-0.4%	-4%
O=C1CC(NN2CCCCC2)C(=O)N1c1ccccc1 (centres undefined)	7.0%	0%	i	17	0.7%	-1.4	68	-1%	3%	0.6%	6%
COc1ccc(C(=O)NC(C)Cn2nc(C)cc2C)cc1OC1CCN(C(C)=O)CC1 (centres undefined)	1.4%	-1%	i	62	0.1%	-0.3	55	-4%	1%	0.0%	11%
Cc1nnc(NC(=O)CSc2nccn2Cc2ccccc2)s1	4.4%	9%	i	35	-0.6%	-0.2	52	-4%	-4%	0.2%	8%
O=[N+]([O-])c1ccc(-c2ccc(S(=O)(=O)NCCN3CCCC3)cc2)cc1	11%	-3%	i	54	-1.6%	0.5	86	3%	-2%	1.3%	8%
O=C(COc1ccccc1)Nc1ccccc1Cl	3.7%	8%	i	58	-0.1%	0.7	81	-4%	-9%	-0.1%	1%
CC(C)c1ccccc1NC(=O)COC(=O)C1(C)CC1(Cl)Cl (centres undefined)	1.2%	5%	i	17	0.1%	-1.7	59	7%	-2%	0.0%	11%
COc1ccc(CNC(=O)CCN2C(=O)c3ccccc3S2(=O)=O)cc1	0.9%	9%	i	33	.	-1.0	83	5%	-3%	1.2%[50 µM]	11%
COc1ccc(S(=O)(=O)NC2CC3CCC2C3)cc1Br (centres undefined)	4.1%	2%	i	36	-0.8%	1.0	73	-2%	-14%	1.8%	10%
CC(NC(=O)c1ccc(S(=O)(=O)Nc2ccccc2)cc1)c1ccc(S(N)(=O)=O)cc1 (centres undefined)	-0.6%	3%	i	34	.	1.6	51	.	1%	0.2%[50 µM]	.
O=C(COC(=O)c1ccc(O)cc1)Nc1ccc2c(c1)OCCO2	.	0%	i	45	.	2.2	73	.	-4%	-0.6%	.
CC1(c2ccccc2Cl)NC(=O)N(CC(=O)Nc2ccc(N3CCOCC3)cc2)C1=O (centres undefined)	.	0%	i	48	.	-0.3	70	.	-4%	1.0%[50 µM]	.
COc1ccc(CN2C(=O)c3cccnc3C2=O)cc1S(=O)(=O)NCc1ccco1	0.7%	1%	i	14	-0.1%	-0.2	57	-10%	-1%	0.3%	11%
O=C(N/N=C/c1cc([N+](=O)[O-])ccc1O)NC12CC3CC(CC(C3)C1)C2	7.3%	6%	i	48	-1.7%	11	49	13%	-1%	2.8%	-9%
Fc1ccc(CN2CCCCCCC2)cc1F	0.1%	26%	i	39	1.0%	-1.9	111	1%	-2%	-0.2%	16%	NS5 inhibitors pilot replicate=-1.7
COc1cccc(CN(C)C(=O)C2CCC(=O)N(Cc3cccc(F)c3)C2)c1 (centres undefined)	1.7%	6%	i	14	-0.7%	-0.8	46	-5%	-1%	0.1%	9%
CCOc1cc(CNCc2ccc3c(c2)OCO3)ccc1OC	1.1%	-2%	i	53	-1.8%	0.3	68	-3%	3%	-0.8%	13%
Cc1ccc(NC(=O)CN2CCc3ccccc3C2)cc1C	2.2%	1%	i	56	-0.9%	0.1	55	-1%	-5%	1.8%	25%
CC(=O)Nc1ccc(S(=O)(=O)NCCCN2CCOCC2)cc1	0.5%	5%	i	16	-0.4%	1.2	50	6%	-4%	0.3%	8%
Cc1ccc(S(=O)(=O)NCC(=O)NC2CCCCCC2)cc1	-0.1%	9%	i	8	-0.3%	-1.1	31	-4%	-1%	-0.4%	-7%
COC(=O)c1ccccc1NC(=O)N1CCN(S(C)(=O)=O)CC1	-0.1%	-7%	i	26	0.1%	-0.9	86	1%	-5%	-1.0%	5%
O=C(O)c1ccc(/C=N/n2c(C3CCCCC3)n[nH]c2=S)cc1	1.3%	13%	i	24	-0.6%	-1.1	103	.	-3%	0.0%	32%
COc1ccc(CNC(=O)C2CCN(S(=O)(=O)c3ccc(Br)s3)CC2)cc1	0.8%	7%	i	23	-1.0%	-0.4	60	4%	-8%	-0.2%	7%
Cc1cc(Cl)ccc1C(=O)C1CCCN(C(=O)c2ccc3ncccc3c2)C1 (centres undefined)	1.1%	0%	i	60	-1.8%	1.1	35	7%	-6%	-1.3%	5%
Cc1nc(CN2CCN(C(=O)NC3(c4ccccc4)CC3)CC2)cs1	0.6%	11%	i	50	-0.2%	0.3	57	2%	-4%	0.7%	0%
COCCNC(=O)C(c1ccc(OC)cc1)N(C(=O)Cn1nnc2ccccc21)c1cccnc1 (centres undefined)	-1.9%	11%	i	40	1.1%	1.2	51	-4%	-1%	-2.4%	10%
Cc1ccc(/C=N/N2CCN(c3ccccn3)CC2)o1	.	10%	i	40	-0.1%	-1.0	55	-4%	-1%	0.5%	19%
Cc1ccc(C)c(OCCC(=O)NNC(=O)Cn2nc(C)cc2C)c1	-1.4%	-8%	i	47	.	1.5	68	1%	4%	0.4%[50 µM]	11%
CC(C)(C)c1cc(NC(=O)c2cccs2)no1	4.7%	7%	i	10	-0.7%	0.0	71	2%	-8%	0.1%[50 µM]	27%
C=C(C)CSc1nc2sc3c(c2c(=O)n1-c1ccc(OC)cc1)CCN(C)C3	5.6%	.	i	26	0.5%	3.3	81	3%	.	-0.6%[50 µM]	27%
Cc1ccc2c(c1)C(=O)CC1(CCC(C(C)(C)C)CC1)O2 (centres undefined)	1.3%	6%	i	50	0.8%	-3.9	89	-3%	-2%	4.1%	17%
CCCc1cc(C(=O)N/N=C/c2cccn2C)cs1	2.7%	6%	i	33	-0.6%	0.3	62	-4%	-7%	0.1%	23%
Cc1ccc(C(=O)CN(CCC(=O)O)C(=O)c2ccncc2)cc1	1.2%	-2%	i	52	.	-0.8	68	.	3%	0.6%	6%
COc1ccccc1/C=C1\SC(=O)N(CCC(=O)N2CCCCC2CCO)C1=O (centres undefined)	1.6%	11%	i	6	-0.6%	1.2	76	-10%	-4%	0.2%	9%
COc1cc([N+](=O)[O-])ccc1NC(=O)CN1CCc2cc(OC)c(OC)cc2C1	2.5%	9%	i	32	0.5%	-0.5	90	2%	-4%	0.4%[50 µM]	13%
O=C(Nc1ccc(Cl)c(Cl)c1)c1ccccc1NC(=O)C1CC=CCC1C(=O)O (centres undefined)	1.9%	5%	i	24	-0.6%	-0.3	46	-3%	2%	-0.1%	13%
CN(C)c1ccc(C(=S)N2CCNCC2)cc1	1.9%	3%	i	35	-0.1%	-0.6	45	-1%	4%	2.6%	8%
COc1ccccc1CNC(=O)c1cc(-c2ccncc2)nc2c(Cl)cccc12	3.2%	7%	i	12	-0.7%	2.0	38	-5%	7%	0.1%	8%
COc1ccc(NC(=O)NS(=O)(=O)c2ccc(C)cc2)c(OC)c1	1.2%	17%	i	19	0.1%	-0.1	57	14%	3%	0.5%	2%
Oc1c(C=C2N=c3ccccc3=N2)sc(=S)n1C1CCCCC1	3.3%&4.0%	9%&16%	i	46&15	0.3%&-0.8%	3.0&0.8	37&49	0%&-7%	-7%&-1%	0.5%&2.2%	8%&8%
COc1ccc(CNCC(=O)Nc2sccc2C#N)cc1	2.8%	.	i	59	0.4%	0.3	44	22%	.	.	-4%
Cc1nc(-c2ccc(NS(=O)(=O)c3ccccc3)cc2)cs1	-1.5%	-5%	i	18	0.3%	0.0	34	-2%	-10%	0.1%	2%
CS(=O)(=O)N1CCN(C(=O)C(Sc2ccccc2)c2ccccc2)CC1 (centres undefined)	1.0%	12%	i	15	0.5%	-1.3	56	17%	-3%	-0.8%	2%
COc1ccc(OC(=O)c2c(C)nn(-c3ccccc3)c2C)cc1	.	10%	i	46	0.3%	1.5	60	4%	-1%	1.3%	10%
Nc1c(N(CCCO)C(=O)C2CCCC2)c(=O)[nH]c(=O)n1Cc1ccccc1	0.6%	3%	i	42	.	-2.5	54	.	1%	-0.2%[50 µM]	.
